OX1R antag-1 = blocks the human orexin 1 receptor; 330,000 tested, 1.8% active; OX1R-expressing cells, FRET antagonist read-out; O43613; inhibition, % at 6.6 µM; AID 485270; in the data active = inhibition mostly above about 38%, no sharp cut-off; inactive = mostly below about 40%;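 also: 0% = agonist challenge alone and 100% = reference antagonist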
Target sequence (O43613 whole entry, looked up): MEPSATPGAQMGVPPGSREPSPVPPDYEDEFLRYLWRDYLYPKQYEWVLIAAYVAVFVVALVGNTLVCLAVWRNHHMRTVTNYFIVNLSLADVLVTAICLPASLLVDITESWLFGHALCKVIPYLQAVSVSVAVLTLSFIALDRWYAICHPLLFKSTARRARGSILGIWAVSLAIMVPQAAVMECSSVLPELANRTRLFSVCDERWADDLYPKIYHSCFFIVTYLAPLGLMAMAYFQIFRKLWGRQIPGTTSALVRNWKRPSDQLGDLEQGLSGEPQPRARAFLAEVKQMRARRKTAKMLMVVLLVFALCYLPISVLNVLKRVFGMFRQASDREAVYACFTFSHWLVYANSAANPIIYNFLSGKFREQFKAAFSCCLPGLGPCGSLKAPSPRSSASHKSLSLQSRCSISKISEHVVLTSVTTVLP
OX1R antag-2 = blocks the human orexin 1 receptor. CHO/OX1R cells, Fluo-8 calcium fluorescence, orexin A. inhibition, % at 5 µM. 330,000 tested, 0.43% active. AID 434989. O43613;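 active = inhibition above its plate's threshold, mean inhibition of all tested compounds on the plate plus 3 SD, cut at about 37% in these data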;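 also: 0% = orexin A challenge wells and 100% = SB-334867-A antagonist wells; not every result past the cut was called active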
An asterisk follows results filed as active.

Each structure is followed by: OX1R antag-1 | OX1R antag-2
> CCc1ccccc1NC(=O)CN(c1cccc(OC)c1)S(C)(=O)=O
    24 | -13
> Cc1cccc(NC(=O)c2ccccc2C(=O)Nc2cccc(C)c2)c1
    4 | -20
> COc1ccc(S(=O)(=O)N(CC(=O)N2CCN(C)CC2)C2CCCCC2)cc1OC
    27 | -24
> O=C(Nc1ccc(Cl)cc1Cl)C1=Cc2ccccc2OC1
    13 | -41
> COc1ccc(/C=C(/NC(=O)c2ccco2)C(=O)N2CCc3ccccc32)cc1OC
    5 | -31
> O=C(NCCN1CCN(c2cccc(Cl)c2)CC1)Nc1ccccc1
    3 | -50
> COC(=O)CCC(=O)c1oc2ccccc2c1N
    16 | 2
> O=c1cc[nH]c2ccc(OC(F)(F)F)cc12
    13 | 1
> COc1ccc(C(=O)NC23CC4CC(CC(C4)C2)C3)cc1OC
    0 | -30
> CCOc1ccc(NC(=O)CSc2nc(C)c3c(c2C#N)CCCC3)cc1
    7 | -31
> Cn1cccc1C(=O)OCc1ccc(F)cc1
    11 | -24
> O=C(CN(c1ccccc1)S(=O)(=O)c1ccccc1)Nc1ccccc1C(=O)NCc1ccco1
    25 | -6
> CS/C(=N\S(=O)(=O)c1cccs1)Nc1cccc(Cl)c1C
    14 | -16
> COc1ccc(-c2cc(-c3nnc(-c4ccncc4)o3)c3ccccc3n2)cc1
    11 | -26
> O=C(Cn1cnc2ccccc2c1=O)NNC(=O)c1ccccc1
    6 | -20
> O=C(CSc1n[nH]c(-c2ccncc2)n1)Nc1ccccc1C(F)(F)F
    7 | -8
> CCCCNC(=O)[C@]1(C)CCC[C@@]2(C)C3CC[C@@]4(C)C[C@]3(CCC21)CC4=O (stereo partly specified)
    1 | -6
> Cc1onc(-c2ccccc2)c1C(=O)N/N=C/C=C/c1ccccc1
    12 | -14
> O=C(CSc1nnc(C2CC2)n1-c1ccccc1)NCCN1C(=O)CSC1=O
    20 | -17
> Cc1cc(C)c2[nH]c(C)c(CN3CCCCCC3)c(=O)c2c1
    4 | -23
> CCN(C(=O)COC(=O)/C=C/c1cccc(Cl)c1)c1c(N)n(Cc2ccccc2)c(=O)[nH]c1=O
    5 | 0
> C=CCn1cc(-c2cccc(C(F)(F)F)c2)cc(C#N)c1=O
    15 | -20
> CN(C)S(=O)(=O)N1CCC(Oc2ccc(C(=O)NC3CCCCC3)cc2)CC1
    18 | -4
> CC(=O)Nc1ccc(N(C(=O)Cc2cccs2)C(C(=O)NC2CCCC2)c2ccncc2)cc1 (stereo unspecified)
    10 | -11
> C=CCOc1ccccc1CNc1ccc2[nH]c(=O)[nH]c2c1
    16 | -3
> COc1ccccc1CNC(=O)CS(=O)Cc1nc(-c2ccccc2C)oc1C (stereo unspecified)
    13 | -41
> Oc1cccc2c3c(oc12)CCCC3
    12 | 12
> CC(=O)c1ccc(NC(=S)NC(NC(=O)c2ccco2)C(Cl)(Cl)Cl)cc1 (stereo unspecified)
    52 | 15
> CC1CCCN(S(=O)(=O)c2ccc(C(=O)Nc3nnc(-c4ccccc4Cl)o3)cc2)C1 (stereo unspecified)
    23 | -18
> COCCNC(=O)CN(Cc1ccccc1)S(=O)(=O)c1ccc2nc(C)sc2c1
    -12 | -29
> Cc1ccc(S(=O)(=O)n2cnc(C)c2)cc1
    19 | 10
> COc1ccc([C@@H]2CC(=O)c3c(O)cc(O[C@@H]4OC(CO[C@@H]5OC(C)[C@H](O)[C@H](O)C5O)[C@@H](O)[C@@H](O)C4O)cc3O2)cc1O (stereo partly specified)
    18 | 4
> O=C(O)CCS(=O)(=O)Cc1ccccc1F
    18 | -6
> COc1ccc(S(=O)(=O)N2CCN(C(=O)CCc3c[nH]c4ccccc34)CC2)cc1
    3 | -7
> CCOc1cc(S(=O)(=O)n2ccnc2)ccc1Br
    8 | 1
> COC(CNC(=O)c1ccc2c(c1)ncn2-c1ccc(C)cc1C)OC
    4 | -11
> CCOC(=O)C1=C(N)OC2=C(C(=O)CC(C)(C)C2)C1c1ccccc1OCC#N (stereo unspecified)
    1 | -14
> O=C(O)c1ccc(CSc2nc3ccc(N4C(=O)C5C6C=CC(C6)C5C4=O)cc3s2)cc1 (stereo unspecified)
    5 | 0
> Cc1cc(C(=O)N2CCN(C(c3ccccc3)c3ccccc3)CC2)on1
    14 | -33
> CCOc1ccc2[nH]cc(C(=O)NCCc3ccccc3)c(=O)c2c1
    3 | -45
> COc1ccc(NC(=O)CN(C)CC(=O)N(C)C2(C#N)CCC(C)CC2)cc1 (stereo unspecified)
    7 | 5
> Cc1cc(C(=O)NNC(=S)NCC(C)C)cs1
    -4 | -9
> c1ccc2c(OCCCN3CCCCCC3)cccc2c1
    6 | -16
> COc1ccc2c(c1)c(C(=O)N/N=C/c1cccc(O)c1)c(C)n2C
    10 | -12
> O=C(Nc1ncccn1)C1c2ccccc2Oc2ccccc21
    18 | -24
> CCC(=O)NC(c1ccc(OC)cc1)c1c(O)ccc2ccccc12 (stereo unspecified)
    6 | -19
> CC(C)n1c(SCC(=O)NC2CC2)nnc1C1CC1
    9 | -16
> O=C(NN=Cc1cccc([N+](=O)[O-])c1)c1cc(-c2cccnc2)nc2ccccc12
    2 | -15
> COc1ccc(C2N=C(c3ccccc3)C(C)(C)N2O)cc1 (stereo unspecified)
    7 | -16
> O=C(NCCc1ccccc1Cl)c1cc(COc2ccc(F)cc2F)on1
    16 | -22

The results go on:
Each structure is followed by: OX1R antag-1 | OX1R antag-2
> Cc1noc(NS(=O)(=O)c2ccc(NC(=O)NC(C)(C(F)(F)F)C(F)(F)F)cc2)c1C
    -8 | 18
> COc1ccc(-c2cc(C(=O)N3CCCCC3)c3ccccc3n2)cc1
    7 | -20
> CCn1cc(C(=O)N(C)c2ccc(OC)cc2)c2cc(OC)c(OC)cc2c1=O
    5 | -11
> CCc1ccc(/C=C2/Sc3ccccc3N(CC(=O)NCCCN3CCOCC3)C2=O)cc1
    11 | 5
> COc1ccc(C(=O)CCc2ccccc2)cc1
    -8 | -8
> CCCCn1nnnc1SCC(=O)Nc1ccc2c(c1)OCO2
    13 | -17
> CN1CCN(c2ccc(NS(=O)(=O)c3ccc(Cl)cc3)cn2)CC1
    7 | 0
> O=C(CN1CCN(c2cccc(C(F)(F)F)c2)CC1)Nc1cccc(C(F)(F)F)c1
    5 | -12
> C=CCNCCOc1c(C)cc(C)cc1Cl
    25 | -29
> CCN(C(=O)CSc1ncnc2sccc12)c1c(N)n(Cc2ccccc2)c(=O)[nH]c1=O
    42* | 4
> CN(c1ccccc1)S(=O)(=O)c1ccc(Cl)c(C(=O)Nc2ccc(N3CCOCC3)cc2)c1
    14 | -23
> CC1=CC(C)(C)n2c(O)c(C3=NC(=S)NC3=O)c3cc(OC(=O)c4cccc5ccccc45)cc1c32
    -1 | -25
> CCCSc1nc2[nH]ncc2c(=O)[nH]1
    2 | -3
> CCOc1ccc(C(=O)Nc2ccc(S(=O)(=O)Nc3cc(C)on3)cc2)cc1
    19 | -3
> O=C(Nc1ccc(S(=O)(=O)N2CCOCC2)cc1)c1ccc(Cl)cc1
    10 | -17
> O=C1Nc2ccccc2S/C1=C/c1cccs1
    61* | -5
> CCC1(C)Cc2c(sc3nc(SC)[nH]c(=S)c23)CO1 (stereo unspecified)
    11 | -18
> CCOC(=O)C1CCCN(C(=O)c2cc(Nc3ccc(OC)cc3OC)nc3ccccc23)C1 (stereo unspecified)
    34 | -30
> C1=C(CCNc2ncnc3c2[nH]c2ccccc23)CCCC1
    46 | 16
> CC(C)C(NC(=O)C1CCCCC1)C(=O)NCCc1ccccc1 (stereo unspecified)
    6 | -11

The listing continues:
| compound | OX1R antag-1 | OX1R antag-2 |
| --- | --- | --- |
| CCc1cc2c(N3CCN(c4ccccc4)CC3)ncnc2s1 | 31 | 58* |
| CCOC(=O)c1cc(C(C)C)sc1NC(=O)COC(=O)c1nccnc1N | 22 | -13 |
| Cc1ccc2[nH]c(CCN(C)C)c(CN3CCOCC3)c2c1 | 8 | -11 |
| COc1ccc(C2Nc3ccccc3C(=O)N2C2CCCCC2)cc1 (stereo unspecified) | 14 | -20 |
| O=C(NC(=S)NCc1ccccc1)c1ccc(Br)cc1 | 16 | -36 |
| Cc1csc(NC(=O)c2ccc(-c3ccc(Cl)cc3Cl)o2)n1 | 27 | -26 |
| COC(=O)[C@]1(C)N[C@H](CN(C)C(=O)Nc2ccc(Cl)cc2)[C@@H]2C(=O)N(Cc3ccccc3)C(=O)[C@@H]21 | 2 | -17 |
| Cc1ccccc1NC(=O)C(C)OC(=O)CNS(=O)(=O)c1ccc(C#N)cc1 (stereo unspecified) | 13 | -17 |
| O=C(O)c1ccc(Cl)c(S(=O)(=O)NCC2CCCO2)c1 (stereo unspecified) | 7 | -15 |
| Cc1cc(=O)[nH]c(SCC(=O)N2CCCC(C)C2)n1 (stereo unspecified) | 9 | -6 |
| O=C(Cn1c(=O)c(=O)n(Cc2ccccc2)c2ccc(Cl)cc21)Nc1cccc(F)c1 | 9 | -12 |
| Cn1c(=O)[nH]c(=O)c2c1nc(SCCN1CCCCC1)n2CCCc1ccccc1 | 18 | -23 |
| CCOC(=O)CSc1nc2c(sc(=S)n2-c2ccc(CC)cc2)c(=O)[nH]1 | 36 | -32 |
| Cn1cccc1CNCc1ccccc1Cl | 10 | -22 |
| Cn1ncc(Br)c1C(=O)NCc1cccs1 | 0 | -10 |
| NC(=O)CN1N=C(c2cc(Cl)sc2Cl)CSC1=O | 14 | -12 |
| c1ccc(-n2nnnc2Sc2ncnc3sc4c(c23)CCCC4)cc1 | 6 | -16 |
| Cc1c(Cl)cccc1NC(=O)Cc1ccc([N+](=O)[O-])cc1 | 5 | -16 |
| Nc1ncc(-c2ccccc2)c(-c2ccc(O)cc2O)n1 | -2 | -12 |
| CC1CCc2cc(F)ccc2N1C(=O)c1ccncc1 (stereo unspecified) | 6 | -19 |
| CC(Oc1ccc(Cl)cc1Cl)C(=O)Nn1cnnc1 (stereo unspecified) | -1 | -1 |
| CCN(CC)S(=O)(=O)c1ccc(Cl)c(NC(=O)COC(=O)c2ccc(O)cc2)c1 | 29 | -18 |
| CC(=O)NCCc1nc2cc(NS(=O)(=O)c3ccccc3)ccc2n1C | 3 | -15 |
| CCCCC1NC(C(=O)O)CS1 (stereo unspecified) | -2 | 8 |
| COc1ccc(/C=C/C(=O)OCC(=O)NC(C)CCc2ccccc2)cc1OC (stereo unspecified) | 7 | -38 |
| CCN1CCN(S(=O)(=O)Cc2ccccc2)CC1 | 9 | -7 |
| CCOC(=O)c1sc(NC(=O)C(C)(C)C)cc1C | 14 | -14 |
| CC(C)NC(=O)Nc1cccc2c1O[C@H](CN(C)C(=O)Nc1ccccc1)[C@@H](C)CN([C@H](C)CO)C2=O | -1 | -9 |
| Cc1cccc(C(=O)NC2CCN(C(=O)Nc3ccccc3C)CC2)c1 | 10 | -30 |
| CCOC(=O)c1ccc(NC(=O)c2ccc(OC(C)C)c(OC)c2)cc1 | 9 | -40 |
| O=C(NCc1ccco1)c1ccc(Cl)nc1 | 12 | -2 |
| COC(=O)c1cc([N+](=O)[O-])ccc1N1CCN(Cc2ccccc2)CC1 | 8 | -1 |
| Cc1ccc2cn[nH]c2c1NC(N)=S | 7 | -3 |
| Clc1ccc(Nc2nc(NCCN3CCOCC3)nc(N3CCOCC3)n2)cc1 | 14 | -8 |
| COc1ccc(/C=C2/SC(=O)N(CC(O)Cn3c4ccccc4c4ccccc43)C2=O)cc1 (stereo unspecified) | 22 | -12 |
| CC(C)C[C@H](N)c1nnc(SCc2ccc(Cl)cc2)o1 | 11 | -28 |
| CC1(c2ccccc2)NC(=O)N(NC(=O)CSc2n[nH]c(N)n2)C1=O (stereo unspecified) | 2 | -4 |
| Nc1nc(SCc2cccc([N+](=O)[O-])c2)n[nH]1 | 10 | -5 |
| CCS(=O)(=O)c1ccc2oc(SCC(=O)NC(C)C3CC4CCC3C4)nc2c1 (stereo unspecified) | 2 | -25 |
| CCc1ccccc1NC(=O)Cn1nnc(C(=O)NCc2cccc(OC)c2)c1N | 9 | -13 |
| CN1CCC(OC(c2ccccc2)c2ccccc2)CC1 | 8 | -20 |
| O=[N+]([O-])c1ccc(NCCCNS(=O)(=O)c2ccccc2)cc1 | 24 | 6 |
| Cn1cc(C(=O)Nc2ccc(C#N)cc2)c2ccccc2c1=O | -4 | -18 |
| Cc1cc(C(C)(C)C)n2nc(C)c(-c3ccccc3)c2n1 | -5 | -3 |
| Cc1ccc(C)c(S(=O)(=O)N2CCC(c3nc4c(nnn4Cc4ccc(F)cc4)c(=O)[nH]3)CC2)c1 | 3 | -31 |
| Cc1nn(C)c(=S)n1-c1ccc(Cl)cc1 | 15 | -14 |

Of the compounds above, these have two or more sulfur atoms:
| compound | OX1R antag-1 | OX1R antag-2 |
| --- | --- | --- |
| CS/C(=N\S(=O)(=O)c1cccs1)Nc1cccc(Cl)c1C | 14 | -16 |
| O=C(CSc1nnc(C2CC2)n1-c1ccccc1)NCCN1C(=O)CSC1=O | 20 | -17 |
| COCCNC(=O)CN(Cc1ccccc1)S(=O)(=O)c1ccc2nc(C)sc2c1 | -12 | -29 |
| O=C(O)c1ccc(CSc2nc3ccc(N4C(=O)C5C6C=CC(C6)C5C4=O)cc3s2)cc1 (stereo unspecified) | 5 | 0 |
| Cc1cc(C(=O)NNC(=S)NCC(C)C)cs1 | -4 | -9 |
| CCN(C(=O)CSc1ncnc2sccc12)c1c(N)n(Cc2ccccc2)c(=O)[nH]c1=O | 42* | 4 |
| O=C1Nc2ccccc2S/C1=C/c1cccs1 | 61* | -5 |
| CCC1(C)Cc2c(sc3nc(SC)[nH]c(=S)c23)CO1 (stereo unspecified) | 11 | -18 |
| CCOC(=O)CSc1nc2c(sc(=S)n2-c2ccc(CC)cc2)c(=O)[nH]1 | 36 | -32 |
| NC(=O)CN1N=C(c2cc(Cl)sc2Cl)CSC1=O | 14 | -12 |
| c1ccc(-n2nnnc2Sc2ncnc3sc4c(c23)CCCC4)cc1 | 6 | -16 |
| CCS(=O)(=O)c1ccc2oc(SCC(=O)NC(C)C3CC4CCC3C4)nc2c1 (stereo unspecified) | 2 | -25 |

This is a random part of the collection. Share with any hit: about 2.1%.
